PAD4 inh: inhibitors of human PAD4. recombinant PAD4, RCA probe fluorescence polarization. Q9UM07. 330,000 tested, 0.41% active. inhibition, % at 6.36 µM;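 active = percent inhibition above a cutoff equal to the mean of all tested compounds plus 3 SD, cut at about 15% in these data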;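 also: 0% = PAD4 with RCA probe and DMSO and 100% = probe without PAD4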
GSTO1 inh: blocks human GSTO1 in RBBP9 counter-screen; recombinant GSTO1, activity-based probe fluorescence polarization; inhibition, % at 5.96 µM; 300,000 tested, 1.1% active; P78417;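 active = inhibition above the campaign mean inhibition plus 3 SD, cut at about 35% in these data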;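 also: 0% = GSTO1-1 with DMSO and 100% = wells lacking GSTO1-1 enzyme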
Target sequence (P78417 whole entry, looked up): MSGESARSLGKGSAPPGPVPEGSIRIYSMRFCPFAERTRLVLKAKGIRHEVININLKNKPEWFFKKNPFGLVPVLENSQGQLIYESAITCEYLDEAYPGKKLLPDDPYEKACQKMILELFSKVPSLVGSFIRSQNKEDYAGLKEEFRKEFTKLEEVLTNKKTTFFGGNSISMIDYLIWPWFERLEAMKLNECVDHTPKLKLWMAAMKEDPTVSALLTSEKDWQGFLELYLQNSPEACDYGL
PME-1 primary: blocks human protein phosphatase methylesterase 1. Q9Y570. recombinant PME-1, FP-Rh probe fluorescence polarization. inhibition, % at 5.9 µM. 320,000 tested, 0.53% active;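 active = inhibition above the campaign mean of all compounds plus 3 SD, cut at about 26% in these data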;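 also: competitive labeling of PME-1 active site by serine hydrolase directed probe; 0% = PME-1 with DMSO and 100% = wells lacking PME-1 enzyme; inhibitors block probe labeling so polarization falls and inhibition rises; many of its hits are not listed in these tables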
BCLXL inh: inhibitors of human Bcl-xL; Q07817; GST-Bcl-xL / FITC-Bim BH3 peptide fluorescence polarization; inhibition, % at 10.9 µM; 320,000 tested, 0.7% active; AID 2129;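 active = inhibition above the mean of all tested compounds plus 3 SD, cutoff set per campaign, cut at about 30% in these data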;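 also: 0% = DMSO wells and 100% = unlabeled Bim-BH3 peptide competitor; inhibitors lower millipolarization by displacing the labeled peptide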
Target sequence (Q07817 whole entry, looked up): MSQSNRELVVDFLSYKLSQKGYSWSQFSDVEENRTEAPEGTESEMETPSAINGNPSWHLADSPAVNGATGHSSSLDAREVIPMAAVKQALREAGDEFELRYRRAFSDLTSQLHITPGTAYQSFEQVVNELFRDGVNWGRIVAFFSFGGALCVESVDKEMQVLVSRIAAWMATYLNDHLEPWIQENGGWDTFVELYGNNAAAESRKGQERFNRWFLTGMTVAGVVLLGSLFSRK
MCL1-BIM inh: inhibitors of human MCL1 binding to BIM-BH3 peptide. Q07820. GST-MCL1 / FITC-Bim-BH3 fluorescence polarization. inhibition, % at 10.9 µM. 320,000 tested, 0.68% active. AID 2057;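 active = inhibition above the mean inhibition of all tested compounds plus 3 SD, set per campaign, cut at about 40% in these data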;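 also: 0% = DMSO wells and 100% = unlabeled Bim-BH3 peptide control; higher means more loss of mP so more displacement of Bim peptide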
Target sequence (Q07820 whole entry, looked up): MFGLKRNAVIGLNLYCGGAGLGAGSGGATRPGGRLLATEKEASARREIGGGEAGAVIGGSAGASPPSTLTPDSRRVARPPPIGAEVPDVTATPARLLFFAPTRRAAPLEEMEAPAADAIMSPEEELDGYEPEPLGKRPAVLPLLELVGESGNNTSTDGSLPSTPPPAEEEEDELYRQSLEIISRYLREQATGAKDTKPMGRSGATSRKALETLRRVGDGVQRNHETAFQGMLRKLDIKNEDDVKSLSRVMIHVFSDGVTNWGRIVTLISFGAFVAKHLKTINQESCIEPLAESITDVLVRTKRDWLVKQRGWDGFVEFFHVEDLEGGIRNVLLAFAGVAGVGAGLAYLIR
MEX-5 binding: C. elegans MEX-5 TCR-2 RNA binding activity. MEX-5/FITC-TCR2 RNA binding, fluorescence polarization; stronger effect = lower value. 300,000 tested, 0.38% active. activity score (negative = inhibition of binding), % at 10 µM. Q9XUB2. AID 1832;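 active = inhibition past about -25% in most replicates, and total fluorescence under double the plate's negative control median, limit read from the data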;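 also: 0% = DMSO and -100% = 5 µM competing unlabeled TCR2 RNA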
TPT1 inh: C. albicans TPT1 enzyme inhibition; inhibition, % at 5 µM; 300,000 tested, 0.81% active; AID 1962; recombinant caTPT1, FP RNA substrate dephosphorylation;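 active = inhibition above the mean of all tested compounds plus 3 SD, set per screening campaign, cut at about 24% in these data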;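 also: plate controls were DMSO alone for no effect and ferristatin control at 100 nM for full effect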
GLD-1 RNA inh: GLD-1-TGE RNA interaction inhibition (C. elegans) | Q17339 | purified GLD-1 + fluorescein TGE RNA, fluorescence polarization | inhibition, % at 5.96 µM | 320,000 tested, 0.44% active;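 active = percent inhibition above a per-plate cutoff, the plate mean of test compounds plus 3 SD, cut at about 30% in these data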;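 also: 0% = DMSO wells with GLD-1 and probe and 100% = wells lacking GLD-1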
Fam108B counter: Fam108B inhibition, counter-screen for RBBP9 inhibitors. recombinant Fam108B, FP-Rh probe fluorescence polarization. inhibition, % at 9.51 µM. 300,000 tested, 0.33% active. AID 1947;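 active = inhibition above the screen mean inhibition plus 3 SD, computed separately per campaign, cut at about 18% in these data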;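 also: inhibitors lower polarization as less probe binds the enzyme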
* marks the source's active call; other numbers are inactive results; x = not tested or not shown. Only part of the results is shown, so the mix of outcomes need not match the whole.

Compound	GSTO1 inh	PME-1 primary	TPT1 inh	BCLXL inh	Fam108B counter	GLD-1 RNA inh	MEX-5 binding	MCL1-BIM inh	PAD4 inh
Cn1nc(-c2ccccc2)c2cc([N+](=O)[O-])ccc21	3	4	-2	6	1	0	1.7	16	-7
CCCCC(=O)N1C/C=C\C(c2ccc(OC)cc2)N(Cc2ccc(F)cc2)C(=O)C1 (stereo not drawn)	2	6	1	2	-1	-6	1.3	0	-6
COc1cc(/C=C2/S/C(=N/S(=O)(=O)Cc3ccccc3)NC2=O)c([N+](=O)[O-])cc1OC	14	2	-3	20	4	-2	-4.0	20	0
Cc1ccc(C(=O)N/C(=C\c2sccc2C)C(=O)NCc2ccco2)cc1	7	3	-3	0	7	5	0.5	-5	3
O=C1/C(=C\c2cccnc2)CCc2ccccc21	-2	-10	-1	-2	-4	9	2.7	-5	-1
Cc1cc2n(n1)C(c1sccc1C)Nc1c(C)cccc1-2 (stereo not drawn)	-2	3	-1	4	2	-2	0.1	-6	-1
Cc1ccc2nc(-c3ccccn3)cc(C(=O)Nc3ccc(S(=O)(=O)N4CCOCC4)cc3)c2c1	-3	-4	-2	4	4	5	0.7	6	-1
CCN(CC)C(=O)Cn1cc(C(=O)C(=O)N2CCN(Cc3ccc4c(c3)OCO4)CC2)c2ccccc21	1	12	-1	5	0	3	-1.8	4	-5
CSCC[C@H](NC(=O)c1cc2c([nH]c3ccccc32)c(-c2ccccc2)n1)C(=O)O	-14	-7	-1	5	-4	1	-1.9	7	8
O=C(N/N=C\c1c(O)ccc2ccccc12)c1ccc(S(=O)(=O)N2CCCCC2)cc1	3	8	96*	-11	9	-81	0.5	-13	-2
O=C(NCc1ccccc1)c1cccc(COc2cc(Cl)ccc2Cl)c1	-1	2	1	4	0	-3	-2.0	5	0
Cc1cc(C(=O)N/N=C/c2cc(Br)ccc2OC(=O)c2ccccc2Cl)n[nH]1	-6	-8	1	-1	-28	3	-1.6	4	-2
NC(=O)c1ccc(NC(=O)Cc2ccc(S(=O)(=O)N3CCCCC3)cc2)cc1	x	-1	x	1	x	-1	x	2	1
O=C(C1CCCO1)N1CCC(c2nc3ccccc3[nH]2)CC1 (stereo not drawn)	5	6	-5	3	2	1	0.0	1	-4
O=C(C1CCC(=O)N(C2CCCC2)C1)N1CCN(Cc2cccc(F)c2)CC1 (stereo not drawn)	3	-7	-3	3	0	9	-1.9	7	-3
Cc1ccc(OCC(=O)Nc2ccncc2)c(C)c1	2	-11	2	-2	1	3	1.0	0	0
COc1cc(/C=C/C(=O)OCC(=O)Nc2cc(S(=O)(=O)N(C)C)ccc2Cl)ccc1O	-13	4	1	6	-1	5	2.2	4	0
COc1ccc(N/C=C/C(=O)c2ccc(Cl)cc2)cc1	0	5	3	3	2	-2	1.1	0	-2
CCN(C(=S)Nc1ccc(Oc2ccccc2)cc1)c1ccccc1	-2	-1	-1	2	-5	7	14	5	2
CN(c1cccc(NC(=O)CN(c2cccc(Cl)c2)S(=O)(=O)c2ccccc2)c1)S(C)(=O)=O	4	-1	2	-2	-6	4	2.2	3	-7
C/C(=N/NC(=O)c1ccncc1)c1c[nH]c2ccccc12	10	0	0	2	-1	1	-2.0	8	1
O=C(O)CCn1cc(/C=C\C(=O)c2ccc(Cl)cc2)c(-c2cccc(Br)c2)n1	-26	-7	1	4	-12	10	-0.4	1	0
Cc1ccc(C(C)C)c(OCC(=O)OCC(=O)NC2CCS(=O)(=O)C2)c1 (stereo not drawn)	15	0	-1	4	-1	6	-1.7	5	3
O=C1NC(Cc2ccccc2)C(=O)N1CC(=O)N1CCCc2ccccc21 (stereo not drawn)	2	-1	-2	4	2	-2	-0.1	-5	0
O=C(Nc1ccc(OCc2ccccc2)cc1)Nc1ccccc1C(=O)NCCCN1CCOCC1	-1	-3	2	2	-4	-2	-1.8	3	-5
N#C/C(=C\c1ccccc1Br)C(=O)NC1CC1	1	1	1	9	-2	-3	0.2	5	2
Cc1c(C(=O)N(C)CCCCN2CCOCC2)oc2c(F)cccc12	4	5	-2	-1	2	-1	2.0	-1	-4
CC(C)NC(=O)c1ccc(C2SCC(=O)N2Cc2ccccc2)cc1 (stereo not drawn)	5	3	0	5	-1	5	0.7	4	4
CCN(CC)C(=O)Cn1cnc2sc(C(=O)N3CCN(Cc4ccc5c(c4)OCO5)CC3)c(C)c2c1=O	-4	0	-5	4	1	-5	-0.6	6	-1
CC(=O)c1c(C)[nH]c(C(=O)CSc2ncnc3sc(-c4ccccc4)cc23)c1C	-14	-23	5	-11	-10	-3	-0.4	-16	-5
CCOc1ccc(NC(=O)CN(c2ccc([N+](=O)[O-])cc2)S(=O)(=O)c2ccccc2)cc1	-2	-1	-5	9	-2	-6	-4.2	4	3
COc1ccc(CCNC(=O)CSc2c[nH]c3ccccc23)cc1OC	-1	6	0	3	-4	6	-0.6	-1	-6
CCOc1nc(-c2ccccc2)ncc1Oc1ccccc1	4	-7	0	2	-6	-3	-1.9	0	-3
CC(Oc1cccc(Br)c1)C(=O)NNC(=O)CCNC(=O)c1ccccc1Cl (stereo not drawn)	x	3	x	0	x	-2	x	1	-2
Cc1cccc(NC(=O)CCN2CCN(C/C=C/c3ccccc3)CC2)c1	-11	2	4	-1	5	-3	1.8	-2	-3
CCn1c(SCC(=O)Nc2sccc2C(N)=O)nnc1C1CC1	x	1	x	10	x	4	x	11	3
CCOC(=O)CSc1nnc(-c2ccc(Cl)cc2Cl)o1	5	-4	0	1	-3	-8	0.7	3	0
COc1ccc(NC(=O)c2ccco2)cc1S(=O)(=O)N1CCCCC1	0	2	0	3	1	9	-2.1	4	-4
CCCSc1nc(-c2ccccc2)cc(C(F)(F)F)c1C#N	7	1	0	2	-5	7	0.1	-1	-1
CCCN(CC1CC1)C(=S)NC(=O)c1ccc(S(=O)(=O)N2CCOCC2)cc1	3	-8	0	16	3	3	1.2	10	1
COc1ccc(NC(=O)CSc2nc(N)c(C#N)cc2C#N)cc1	-2	-4	21	-9	6	-9	-1.4	-24	-5
CC(C)C(c1nnnn1Cc1ccc(F)cc1)N1CCSCC1 (stereo not drawn)	-6	-3	1	2	0	7	2.3	3	-2
CCNC(=S)/N=C(/Nc1ccccc1)Nc1nc(C)cc(C)n1	6	4	-1	13	-4	-9	-8.7	15	0
CCOP(=O)(OCC)C(NC(=O)Nc1ccccc1)c1ccccc1 (stereo not drawn)	0	3	1	-1	3	6	-0.6	2	2
O=C(c1sc2ccccc2c1Cl)N1CCN(c2ccc(F)cc2)CC1	-7	7	-5	2	2	3	-0.2	0	-1
COc1ccc(C(=O)NC(C)c2nnc(SCC(=O)Nc3nc4ccccc4s3)n2C)cc1 (stereo not drawn)	6	2	-5	1	-2	-3	0.1	1	5
CCOC(=O)CNC(=O)CSc1nnc(Cn2cnc3ccccc32)n1C	6	0	-2	5	-2	5	4.6	5	3
CCCc1nc2oc3ccccc3c(=O)c2c(=O)n1-c1ccccc1	-7	1	-1	-1	1	-2	0.4	-8	0
COc1ccc(C(=O)Nc2ccc3ccccc3c2)c(OC)c1	1	-13	-3	5	-4	0	-0.2	6	1
CCC1CCCCN1CCN1C(=O)C2C(C(=O)Nc3ccc(OC)cc3)C3C=CC2(O3)C1C(=O)NC1CCCCC1 (stereo not drawn)	-5	-2	-3	4	-1	0	-1.0	-1	-4
Cc1ccc(-c2nnc(-c3ccncc3)n2-c2ccc(C)cc2)cc1	5	4	-2	-1	1	4	1.6	-6	-4
O=C(c1ccc2c(=O)n(CC3CCCO3)c(=S)[nH]c2c1)N1CCN(c2ccccc2)CC1 (stereo not drawn)	8	-4	-5	2	1	5	-0.5	-8	5
CCC(=O)Nc1nc(C)nc(C)c1C(C)=O	4	-6	5	0	-5	-2	-1.2	-4	-3
CC(=O)c1ccc(N2CCN(S(=O)(=O)c3ccc4c(c3)NC(=O)CO4)CC2)cc1	-2	12	0	-8	0	-7	-5.7	-6	2
C#CCNC(=O)C1=C[C@@H](C2CCCCC2)[C@H](CCCO)[C@@H](OCC)O1	7	1	-2	2	2	-3	2.5	-3	4
Cc1ccccc1C(=O)N/C(=C/c1ccc(-c2cccnc2Cl)o1)C(=O)NCCCN1CCN(C)CC1	-4	2	-2	2	7	-2	1.2	-3	-1

The list continues:
Compound	GSTO1 inh	PME-1 primary	TPT1 inh	BCLXL inh	Fam108B counter	GLD-1 RNA inh	MEX-5 binding	MCL1-BIM inh	PAD4 inh
Cc1sc(NC(=O)C2C3CCC(C3)C2C(=O)O)c(C(N)=O)c1-c1ccc(C(C)(C)C)cc1 (stereo not drawn)	-6	-3	1	-1	6	1	1.7	5	2
CCN1CCCC(NC(=O)c2scc3c2CCCC3)C1 (stereo not drawn)	2	-2	0	-11	1	-1	-1.4	-10	-6
CC1(C)CC(=O)C(C2c3ccccc3Oc3ccccc32)C(=O)C1	-7	-7	-2	-2	-3	-2	-2.6	0	-1
COc1cc(OC)c(C(=O)Nc2ncn[nH]2)cc1OC	1	2	-1	4	-3	-2	8.0	5	2
COc1cccc(-n2nnc3c(=O)n(CC(=O)N4CCCCC4)cnc32)c1	3	3	-2	-1	4	4	0.3	0	3
COc1ccc(N2CC(C(=O)Nc3ccc(N4CCOCC4)cc3)CC2=O)cc1 (stereo not drawn)	2	-4	-11	9	-3	-3	0.9	5	-3
CCN(CC)S(=O)(=O)c1ccc(OC)c(NC(=S)Nc2cccc(C)c2C)c1	-3	7	0	1	0	3	-0.3	13	-3
CCOc1ccccc1NC(=O)CCC(=O)Nc1ccccc1OCC	2	-2	0	5	-4	3	-1.1	-4	-5
COC(=O)C1=C(C)n2cnnc2NC1c1ccc(Cl)cc1 (stereo not drawn)	-2	2	1	3	-2	2	-1.0	0	0
O=C(O)C(NS(=O)(=O)c1ccccc1)C(O)c1ccccc1 (stereo not drawn)	7	-1	-4	7	1	1	-0.5	4	-2
